TRPC4 PAM: allosterically enhances the mouse TRPC4 cation channel; Q9QUQ5; AID 2227; 310,000 compounds, 0.42% hits; B-score at 10 µM; HEK293 TRPC4beta/mu-opioid, DAMGO EC20, Fluo-4 Ca2+ flux; hits give high values;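 active = B-score of calcium response area above 5 SD of library B-scores, with initial fluorescence ratio within 5 SD of library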;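 note: B-score of integrated fluorescence ratio over time as area under calcium response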
TRPC4 inh: TRPC4 (mouse) channel inhibition | HEK293 TRPC4beta/mu-opioid, DAMGO-evoked Fluo4 calcium flux; hits give low values | B-score at 10 µM | 300,000 compounds, 0.39% hits;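 active = B-score over 3 SD under the library average, no early fluorescence shift, positive overall ratio signal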
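test system = HEK293 cells with stable TRPC4beta plus mu-opioid receptor expression | detection = Fluo4 Ca2+ flux fluorescence | read-out = integrated fluorescence ratio relative to baseline, converted to per-well B score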
MrgX1 allo act: allosterically activates human MrgX1 receptor signaling; MrgX1-HEK293, Fluo-4 calcium flux, FDSS; hits give high values; AID 588675; 310,000 compounds, 0.63% hits; B-score at 10 µM;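 active = plate-corrected calcium response at least 3 library SD above typical, normal starting fluorescence, not activating the receptor alone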;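 note: compound read alongside a low EC10 to EC30 dose of BAM8-22 agonist; peak minus trough fluorescence over baseline measured at the second addition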
MrgX1 antagonist: antagonists of human MrgX1 receptor; Q96LB2; MRGX1-HEK293 calcium flux, Fluo-4, BAM8-22 antagonism; hits give low values; B-score at 10 µM; 310,000 compounds, 1.3% hits; AID 588676;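 active = calcium-response B-score plate-corrected more than 3 library SD below zero, starting fluorescence within 5 deviations, no agonist response on first addition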;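 note: peak minus trough fluorescence over baseline after final BAM8-22 challenge near maximal dose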
MrgX1 agonist: agonists of human MrgX1 receptor | Q96LB2 | MrgX1-HEK293 cells, Fluo-4 calcium fluorescence, agonist mode; hits give high values | B-score at 10 µM | 310,000 compounds, 0.44% hits;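 active = calcium response B-score plate-corrected fluorescence ratio at least 3 library SD, with starting fluorescence B-score inside 5 SD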
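Test system: HEK293 cells stably expressing human MrgX1 receptor; amount: 15,000 cells per well; doses: compound delivered in addition one of three; times: overnight plating before 1 h dye loading; detection: Fluo-4 NW calcium-flux fluorescence, kinetic read; read-out basis: B-scored fluorescence response ratio; controls: positive and negative controls per plate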
TRPC6 act: activators of mouse TRPC6 channel | HEK293-TRPC6 membrane potential dye fluorescence; hits give high values | Q61143 | B-score at 10 µM | 310,000 compounds, 0.13% hits;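 active = B-score of the integrated fluorescence ratio above library mean plus 3 SD, and starting fluorescence ratio within library mean plus 5 SD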;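 note: higher score means more depolarization so channel activation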
Target sequence (Q61143 whole entry, looked up): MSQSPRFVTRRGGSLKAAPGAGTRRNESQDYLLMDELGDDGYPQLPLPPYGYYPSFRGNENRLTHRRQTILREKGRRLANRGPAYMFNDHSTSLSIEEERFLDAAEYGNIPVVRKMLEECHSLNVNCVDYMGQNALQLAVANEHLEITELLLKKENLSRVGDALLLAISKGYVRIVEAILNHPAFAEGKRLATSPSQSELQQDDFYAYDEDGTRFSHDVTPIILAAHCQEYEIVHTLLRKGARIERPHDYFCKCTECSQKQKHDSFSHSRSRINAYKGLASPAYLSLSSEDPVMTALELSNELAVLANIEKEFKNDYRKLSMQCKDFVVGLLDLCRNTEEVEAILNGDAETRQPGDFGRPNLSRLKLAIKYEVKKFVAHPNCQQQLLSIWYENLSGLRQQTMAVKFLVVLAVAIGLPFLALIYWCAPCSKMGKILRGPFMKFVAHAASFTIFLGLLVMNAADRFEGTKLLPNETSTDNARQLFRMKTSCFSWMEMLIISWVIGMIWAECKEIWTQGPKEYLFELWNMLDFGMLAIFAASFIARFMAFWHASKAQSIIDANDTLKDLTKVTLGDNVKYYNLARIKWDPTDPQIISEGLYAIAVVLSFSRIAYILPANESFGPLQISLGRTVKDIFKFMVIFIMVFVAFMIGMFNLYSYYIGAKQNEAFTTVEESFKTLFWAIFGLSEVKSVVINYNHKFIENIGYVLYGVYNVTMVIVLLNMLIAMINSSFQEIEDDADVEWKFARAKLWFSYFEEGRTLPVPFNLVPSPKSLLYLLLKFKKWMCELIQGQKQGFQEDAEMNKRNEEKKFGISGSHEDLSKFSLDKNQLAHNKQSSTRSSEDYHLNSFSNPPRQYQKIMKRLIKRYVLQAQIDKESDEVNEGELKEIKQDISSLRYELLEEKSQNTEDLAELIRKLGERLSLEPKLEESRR
AI-2 QS modul: modulators of Vibrio harveyi AI-2 quorum sensing system; Vibrio harveyi JMH597 AI-2 luminescence/OD600 ratio, 9 h; hits give low values; strain lacks LuxN and CqsS sensors; 0 = neutral-control median; activity change, % at 7.5 µM; 300,000 compounds, 0.4% hits; in the data active = activity change below about -75%, passing the limit was not always enough; inconclusive = no clear call, values can overlap the other calls;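 note: luminescence divided by OD600 gain over 9 h not by final OD600 alone; inactives centre near 13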
HIF act: HIF pathway transcriptional activation. U2OS HRE-luciferase reporter, luminescence; normalized: DMSO 0%, desferrioxamine 100%. activation, % at 7.5 µM (by protocol). 300,000 compounds, 0.32% hits. AID 1910;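 active = mean activation of at least 10% of the iron chelator positive control signal, with at least half of replicates also reaching 10%; inconclusive = mean and replicate majority disagree about reaching 10%; inactive = mean and most replicates under 10%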
TRPC4 act: opens the mouse TRPC4 cation channel | 310,000 compounds, 0.49% hits | B-score at 10 µM | HEK293 TRPC4beta/mu-opioid, Fluo4 calcium fluorescence; hits give high values | AID 2237 | Q9QUQ5;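 active = B-score above 5 SD of library B-scores, and initial fluorescence ratio not above library mean plus 5 SD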;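 note: positive B-score marks a calcium rise read as TRPC4 activation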
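Assay system: HEK293 stable line with TRPC4beta plus mu-opioid receptor; schedule: 45 min room-temperature Fluo4 loading, 110 s read; technique: kinetic Fluo4 calcium fluorescence; evaluation: integrated baseline-normalised fluorescence ratio, converted to per-well B score; controls: buffer (low) and maximal DAMGO (high)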
PolyA inhibitor: yeast polyadenylation inhibition; calls only at 12 µM; 300,000 compounds, 0.02% hits; S. cerevisiae SKY197-pL101 polyadenylation reporter, beta-gal luminescence; efflux-impaired pdr1/pdr3 knockout yeast; score 100 = 6 SD above DMSO; AID 1875;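 active = lowest replicate activity score at least 50, where 100 means six control SD above control mean; inconclusive = lowest score under 50 but half or more replicates reach 50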;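 note: yeast exposed to compound for 9 h at 30 °C; higher score means more reporter readthrough which indicates perturbed polyadenylation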
TRPC6 inhibitor: blocks the mouse TRPC6 cation channel; Q61143; HEK293-TRPC6, membrane potential dye, ACh-evoked depolarization; hits give low values; B-score at 10 µM; 310,000 compounds, 1.1% hits; AID 2553;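 active = B-score under library mean minus 3 SD, initial fluorescence not abnormally high, positive integrated signal ratio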;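 note: B-score derived from integrated fluorescence ratio over the kinetic read; more negative B-score means stronger inhibition of depolarization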
The depositor's hits bear a star; i = inactive; ? = inconclusive; nt = not tested or not shown; & = joins results of further samples.

Value order – AI-2 QS modul, TRPC4 PAM, HIF act, TRPC6 inhibitor, TRPC4 inh, TRPC4 act, MrgX1 antagonist, TRPC6 act, MrgX1 allo act, MrgX1 agonist, PolyA inhibitor
- Cc1ccc(C(=O)Nc2ccc(Nc3ccccc3)cc2)cc1C
 : -46, i, 1.0, i, i, i, i, i, i, i, i
- CCCCC(C(=O)OCC)C(N)Cc1ccc(F)cc1 (stereo not drawn)
 : 14, i, -0.1, i, i, i, i, i, i, i, i
- CCOC(=O)C1CCCN(Cc2ccc(OC)cc2OC)C1 (stereo not drawn)
 : 15, i, -0.7, i, i, i, i, i, i, i, i
- O=C(C1CCCCC1)N1CCN(S(=O)(=O)c2cccc([N+](=O)[O-])c2)CC1
 : 3, i, 0.0, i, i, i, i, i, i, i, i
- O=C(N/N=C/c1ccc(OC(=O)c2ccco2)cc1)c1ccncc1
 : 10, i, -0.6, i, i, i, i, i, i, i, i
- CC1(C)Nc2ccccc2N(CCC(=O)N2CCOCC2)C1=O
 : 14, i, -0.1, i, i, i, i, i, i, i, i
- Nc1ccc(CCNc2ncnc3c2ncn3[C@@H]2O[C@H](CO)[C@@H](O)[C@H]2O)cc1
 : 19, i, -0.7, i, i, i, i, i, i, i, i
- COc1ccccc1NC(=O)Nc1nnc(C(C)C)s1
 : 9, i, 2.2, i, i, i, i, i, i, i, i
- COc1ccc(-c2cc(-c3ccccc3)nc3ncnn23)cc1
 : 10, i, 0.0, i, i, i, i, i, i, i, i
- Cc1ccc(S(=O)(=O)N2CC(C)N(C(=O)N3CCOCC3)C2C)cc1 (stereo not drawn)
 : 11, i, ?, i, i, i, i, i, i, i, i
- CC1(C)CC(=O)C2=C(C1)N(N1CCOCC1)C(N)=C(C#N)C2c1cccs1 (stereo not drawn)
 : 24, i, -0.1, i, i, i, i, i, i, i, i
- COc1ccc(CN2C(=O)c3ccccc3C(/C=N/OCc3ccc(Cl)cc3)C2=O)cc1 (stereo not drawn)
 : 11, i, 0.2, i, i, i, i, i, i, 38*, i
- COc1ccc(C)cc1N(C(=O)COc1ccccc1)c1nc2ccccc2s1
 : 16, i, 0.5, i, i, i, i, i, i, i, i
- COc1cc(C(=O)NCC2(c3ccccc3)CCCC2)ccc1OC(C)C
 : 27, i, 2.2, i, i, i, i, i, i, i, i
- COc1ccc(NC(=O)CN2CCC(Cc3ccccc3)CC2)cc1S(=O)(=O)N1CCOCC1
 : 23, i, 0.9, i, i, i, i, i, i, i, i
- CCC(C(=O)N1CCOCC1)n1nc(C)c2c(C)n(-c3ccccc3)nc2c1=O (stereo not drawn)
 : 33, i, 0.8, i, i, i, i, i, i, i, i
- CCOC(=O)Nc1ccc2c(c1)N(C(=O)OCCN(C)C)c1ccccc1CC2
 : 7&9, i, 0.1&-0.4, i, i, i, i, i, i, i, i
- CCOC(=O)c1c(NC(=O)/C=C/c2ccc(C)o2)sc(C)c1C
 : 2, i, nt, i, i, i, i, i, i, i, i
- COC(=O)C1CCCCN1C(=O)c1cc(COc2cccc3cccnc23)on1 (stereo not drawn)
 : 30, i, 0.5, i, i, i, i, i, i, i, i
- O=C(CN1CCN(C(=O)c2cccs2)CC1)NC1CCCCC1
 : 16, i, -0.2, i, i, i, i, i, i, i, i
- CC(C)(C)c1cc(-c2n[nH]c(=S)n2-c2ccc(Cl)cc2)n[nH]1
 : 14, i, -0.5, i, i, i, i, i, i, i, i
- Cn1nc(C(=O)Nc2sc3c(c2C#N)CCCC3)ccc1=O
 : 32, i, 3.2, i, i, i, i, i, i, i, i
- Cn1ncc2c(N3CCCCC3)nc(NCCCO)nc21
 : 3, i, -0.7, i, i, i, i, i, i, i, i
- CCCOc1ccc(C(=O)CCCC(=O)c2ccc(OCCC)cc2)cc1
 : 15, i, -9.9, i, i, i, i, i, i, i, i
- COc1ccccc1NC(=O)Nc1cc(NC(=O)Nc2ccccc2OC)c(C)nc1C
 : 22, i, -3.4, i, i, i, i, i, i, i, i
- C/C=C(\C)CN1CCCC(N(C)CCc2ccc(OC)c(OC)c2)C1 (stereo not drawn)
 : 7, i, -1.7, i, i, i, i, i, i, i, i
- COCCNC(=O)c1onc(CSc2cccc(Cl)c2)c1C(=O)O
 : -8, i, 0.6, i, i, i, i, i, i, i, i
- O=C(Nc1ccccc1F)c1ccc2c(c1)CCN2S(=O)(=O)c1ccccc1
 : 4, i, -0.2, i, i, i, i, i, i, i, i
- CCOC(=O)c1c(-c2ccccc2)c2cc(OC)ccc2n1CCCN(C)C
 : 38, i, 2.2, i, i, i, i, i, i, i, i
- CC1CCN(C(=O)c2ccc(CSc3nc4ccncc4n3Cc3ccc(F)cc3)cc2)CC1
 : 43, i, 0.4, i, i, i, i, i, i, i, i
- CCOCCCNC(=O)CNC(=S)N(Cc1ccccc1F)C1CCCCC1
 : 6, i, 0.0, i, i, i, i, i, i, i, i
- C=CCCCCc1nc2ccccc2c(=O)n1N
 : 6, i, 0.2, i, i, i, i, i, i, i, i
- C/C(=N/NS(=O)(=O)c1ccc(Br)cc1)c1c[nH]c2ccccc12
 : -12, i, -0.3, i, i, i, i, i, i, i, i
- CC(C)CCNC(=O)C1CC(c2ccccc2C(F)(F)F)=NO1 (stereo not drawn)
 : -1, i, 0.4, i, i, i, i, i, i, i, i
- CCC(C)NC(=O)Cn1cnc2sc(C)c(S(=O)(=O)N3CCN(c4ccccc4OC)CC3)c2c1=O (stereo not drawn)
 : 25, i, -0.2, i, i, i, i, i, i, i, i
- COc1ccc(C2CC(C(F)(F)F)n3nc(C(=O)N(C)Cc4cn(C)nc4C)c(Cl)c3N2)cc1 (stereo not drawn)
 : 19, i, 0.1, i, i, i, i, i, i, i, i
- Cc1ccn2c(NC(=O)C(C)(C)Oc3ccc(Cl)cc3)c(-c3cccs3)nc2c1
 : -2, i, 1.2, -8.8*, i, i, i, i, i, i, i
- COc1ccc(OC)c(NC(=O)Cc2c(C(=O)O)n(C)c3ccccc23)c1
 : 5, i, -0.4, i, i, i, i, i, i, i, i
- Cc1cc(/C=C2\SC(=O)N(C)C2=O)c(C)n1-c1cccc(C(=O)O)c1
 : 30, i, 0.5, i, i, i, i, i, i, i, i
- CCOC(=O)c1c(C)n(C)c2ccc(OC(=O)c3ccc(N4C(=O)CCC4=O)cc3)cc12
 : 16, i, -0.1, i, i, i, i, i, i, i, i
- Cc1cc2oc(=O)cc(COC(=O)Cn3cnnn3)c2cc1C(C)C
 : -2, i, 0.2, i, i, i, i, i, i, i, i
- COc1ccc(/C=C/C(=O)O)cc1S(=O)(=O)N1CCCC1
 : -2, i, 0.8, i, i, i, i, i, i, i, i
- CCOc1ccc(S(=O)(=O)N2CC(=O)Nc3ccccc32)cc1C#N
 : 4, i, 0.3, i, i, i, i, i, i, i, i
- Cc1ccc(Nc2nc(Cl)nc(NC3CCCCC3)n2)cc1
 : 9, i, 7.4, i, i, i, i, i, i, i, i
- c1n[nH]c(NCc2ccc3c(c2)OCO3)n1
 : 8, i, -1.0, i, i, i, i, i, i, i, i
- CNC(=S)N1N=C(c2ccc(C)cc2)CC1c1ccc(OC)c(OC)c1 (stereo not drawn)
 : 15, i, 0.0, i, i, i, i, i, i, i, i
- Cc1ccc(CNC(=O)Cn2c([N+](=O)[O-])cnc2C)cc1
 : 7, i, -0.1, i, i, i, i, i, i, i, i
- COc1ccc(CCNCc2csc3nc4ccccc4n23)cc1OC
 : 10, i, 1.4, i, i, i, i, i, i, i, i
- Cc1cc(C)c(C#N)c(SCS(=O)Cc2ccc(Cl)cc2)n1 (stereo not drawn)
 : 38, i, nt, i, i, i, i, i, i, i, i
- Cc1ccc(NC(=S)N2C3CCCC2CC(NC(=O)C2CC2)C3)cc1C (stereo not drawn)
 : -1, i, 0.0, i, i, i, i, i, i, i, i
- CN1CCC(=NOc2ccc([N+](=O)[O-])cc2)CC1
 : 9, i, 1.7, i, i, i, i, i, i, i, i
- Cc1ccc(COCCN2CCN(S(=O)(=O)c3ccccc3)CCC2=O)cc1
 : 7, i, 0.5, i, i, i, i, i, i, i, i
- Cc1ccccc1NCC(=O)N/N=C\c1ccc2c(c1)OCO2
 : 3, i, 0.5, i, i, i, i, i, i, i, nt
- O=c1[nH]c(C2CCCCC2)nc2ccccc12
 : 3, i, -0.3, i, i, i, i, i, i, i, i
- Cc1ccc(S(=O)(=O)N2CCN(C(=O)N3CCOCC3)CC2)c(C)c1
 : 3, i, 1.7, i, i, i, i, i, i, i, i
- COc1ccc(C(=O)N2c3ccccc3CC2C)cc1OC (stereo not drawn)
 : -3, i, -0.2, i, i, i, i, i, i, i, i
- O=C(Oc1nsnc1N1CCOCC1)N1CCOCC1
 : 22, i, -0.2, i, i, i, i, i, i, i, i
- CCC12CN(C(=O)c3ccco3)CC(CC)(CN(C(=O)c3ccco3)C1)C2=O
 : 13, i, 0.6, i, i, i, i, i, i, i, i
- O=C(C1CC1)N1c2ccccc2Sc2ccccc21
 : -8, i, 0.7, i, i, i, i, i, i, i, i
- N#CC1CC(c2ccccc2)=NN1c1ccccc1[N+](=O)[O-] (stereo not drawn)
 : 17, i, 2.7, i, i, i, i, i, i, i, i

Continued:
Value order – AI-2 QS modul, TRPC4 PAM, HIF act, TRPC6 inhibitor, TRPC4 inh, TRPC4 act, MrgX1 antagonist, TRPC6 act, MrgX1 allo act, MrgX1 agonist, PolyA inhibitor
- Cc1ccc(C)c(C(=O)CN2C(=O)NC3(CCCCCCC3)C2=O)c1
 : 10, i, 0.9, i, i, i, i, i, i, i, i
- CCOC(=O)CCN(Cc1ccccc1)S(=O)(=O)c1csc(C(N)=O)c1
 : 16, i, nt, i, i, i, i, i, i, i, i
- CCc1nc2sccc2c(=O)n1N
 : 15, i, 1.2, i, i, i, i, i, i, i, i
- C1CN(c2nc3nonc3nc2N2CCOCC2)CCO1
 : 25, i, -0.1, i, i, i, i, i, i, i, i
- Cc1ccc(Oc2ncc(CN3CCOCC3)s2)cc1
 : 25, i, 0.5, i, i, i, i, i, i, i, i
- O=C(C[N+]1(CC#Cc2ccccc2)CCCCC1)c1ccc(Cl)cc1
 : 6, i, 0.5, i, -6*, i, i, i, i, i, i

This is a subset; the hit share may differ from the screen's.
